Assay outcomes from PubChem.
hcGAS inh = inhibitors of human cGAS | recombinant h-cGAS, ATP depletion, Kinase-Glo luminescence | actives 0.081% (n = 290,000) | Q8N884 | inhibition, % at 12.5 µM | AID 1259398;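 also: 0% = vehicle reaction and 100% = reaction without DNA for no activity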
Target sequence (Q8N884 whole entry, looked up): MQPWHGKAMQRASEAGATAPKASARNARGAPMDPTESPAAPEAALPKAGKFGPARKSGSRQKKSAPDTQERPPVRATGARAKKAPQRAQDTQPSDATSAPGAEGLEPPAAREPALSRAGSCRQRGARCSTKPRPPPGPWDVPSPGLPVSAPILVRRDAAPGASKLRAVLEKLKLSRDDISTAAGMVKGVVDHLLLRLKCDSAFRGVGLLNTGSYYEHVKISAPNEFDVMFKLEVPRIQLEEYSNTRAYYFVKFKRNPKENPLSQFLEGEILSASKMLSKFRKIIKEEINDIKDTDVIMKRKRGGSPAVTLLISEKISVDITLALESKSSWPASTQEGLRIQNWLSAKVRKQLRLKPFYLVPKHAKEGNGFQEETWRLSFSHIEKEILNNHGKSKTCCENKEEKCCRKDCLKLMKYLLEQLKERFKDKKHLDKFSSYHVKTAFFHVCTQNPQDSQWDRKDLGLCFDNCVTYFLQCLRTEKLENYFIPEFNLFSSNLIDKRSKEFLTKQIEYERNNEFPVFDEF
mcGAS inh = inhibitors of mouse cGAS; Q8C6L5; recombinant cGAS, Kinase-Glo ATP depletion luminescence; inhibition, % at 12.5 µM; actives 0.15% (n = 160,000);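 also: 0% = negative control wells and 100% = reference inhibitor with no enzyme activity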
NPYLR7 agonist = mosquito NPYLR7 agonism. HEK293T NPYLR7/Galpha15, GCaMP6s calcium fluorescence. activation, % at 10 µM. actives 0.15% (n = 270,000); in the data active = activation above about 40%;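 also: 0% = vehicle and 100% = reference agonist at the receptor; some compounds past the cut are filed as inactive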
The depositor's hits bear a star; nt = not tested or not shown; & = joins results of further samples. Rule as the data show it, unless noted: active = inhibition above about 40%; inactive = the rest.

Compound	hcGAS inh	mcGAS inh	NPYLR7 agonist
Cn1nc([N+](=O)[O-])nc1Oc1ccccc1F	0	nt	-1
C=CCN=CC1=C(O)CCCC1=O	-2	nt	6
CCNC(=O)OC1CCN(C(=O)c2ccc(C(C)(C)C)cc2)CC(=O)N(C)c2ccccc21 (configuration not stated)	0	-4	7
CC1CC(C)CN(c2nc3c(c(=O)[nH]c(=O)n3C)n2CCSc2ncccn2)C1 (configuration not stated)	-8	nt	3
CCc1cc(-c2ccccc2CO)ccc1NC(C)=O	-3	nt	4
COC(=O)c1ccc(-c2noc(C[C@@H]3O[C@H](CNC(=O)NC(C)C)[C@@H](O)[C@H]3O)n2)cc1	-4	-9	-9
O=C(CC(c1ccc(Cl)cc1)c1c[nH]c2ccccc12)N1CCC(n2c(=O)[nH]c3ccccc32)CC1 (configuration not stated)	-7	-6	-1
COc1ncccc1-c1cc2nc(NCCCN(C)C)n(C)c(=O)c2s1	-4	nt	6
CCc1cn[nH]c1C1CCCN(C(=O)c2cc(C)n3nc(C)cc3n2)C1 (configuration not stated)	-6	nt	-1
CCCCN1CCCC1CNC(=O)c1cc(C#N)c2ccccc2c1OC (configuration not stated)	2	nt	-4
CC(C)C(OCC1CCCO1)C(=O)NC(C)C1CC2CCC1C2 (configuration not stated)	-7	nt	-1
OC12CC3CC(C1)C(N1CCN4CCCC4C1)C(C3)C2 (configuration not stated)	-5	-5	3
CCCCCCn1c2ccc(Br)cc2c2nc3ccccc3nc21	-2	nt	-2
CNCCNC(=O)c1cnc(N(C)C)nc1C	-6	-10	8
CCC(=O)N1CCC(n2c(=O)oc3cc(C)ccc32)CC1	-6	-7	3
COc1cc(OC)c2ccc(=O)oc2c1	4	1	nt
C=C(C)Cn1c(C(=O)NCCC)cc2sc(Br)cc21	-3	-4	nt
Cc1ccsc1CNC(=O)c1sc(S(N)(=O)=O)cc1C	-5	nt	13
COc1ccc(C(O)c2ncc(-c3ccc4ccccc4c3)[nH]2)cc1F (configuration not stated)	-7	nt	-3
CC(C)(Cc1c[nH]c2ccccc12)NC(=O)Nc1cc(F)ccc1F	0	1	-8

(continued)
Compound	hcGAS inh	mcGAS inh	NPYLR7 agonist
CN(C)c1ccc(NC(=O)c2cccs2)cc1CN(CC1CCCO1)C(=O)c1ccco1 (configuration not stated)	-1	-5	1
Cc1ccc(-n2ncc3c(=O)n(NC(=O)COc4ccccc4C)cnc32)cc1	-13	nt	1
Cc1nc(-n2nc(-c3cccs3)cc2NC(=O)CCC2CCCC2)[nH]c(=O)c1C	-9	nt	-1
C=CCOc1ccc(C2N3CC4([N+](=O)[O-])CN2CC([N+](=O)[O-])(C3)C4(C)C)cc1 (configuration not stated)	-11	nt	1
CN(Cc1ccccc1)C(=O)CSc1ccc(S(=O)(=O)N2CCOCC2)cn1	-7	nt	4
O=C(O)CC1SC(=NN=Cc2ccccc2)NC1=O (configuration not stated)	3	nt	1
O=C1c2ccccc2C(=O)N1CN(C(=O)C(F)(F)F)c1ccc(I)cc1	-1	-3	-2
CC(c1ccon1)N(C)Cc1c(C(=O)N(C)CCc2ccccc2)nc2sccn12 (configuration not stated)	2	nt	-3
COc1ncccc1C(=O)Nc1c(C)nn(C(C)C)c1C	-8	nt	8
CCOC(=O)C1CCCCN1CC(=O)N1N=C(c2ccc(C)c(C)c2)CC1c1cccn1C (configuration not stated)	-1	-4	-1
c1ccc(N=c2scc(-c3cccs3)n2N=C2CCCC2)cc1	-1&-8	nt	-10&2
CC1(C)C2CC[C@@]1(CS(=O)(=O)N1CCC(C(=O)NCCNC(=O)c3ccccc3)CC1)C(=O)C2	-7	-10	nt
Cc1onc(-c2c(Cl)cccc2Cl)c1C(=O)Nc1cccc(-c2cccc(-c3ccc(F)cc3)n2)c1	-8	-9	3
CCOCCn1c(SCC)nc2c1c(=O)[nH]c(=O)n2C	-3	nt	10
Cc1cc(C)c(/C=C(\C#N)c2nn(CCO)c(N)c2C#N)cc1C	-8	nt	3
CCOc1c(Cl)cc(C=CC(=O)N2CCC(C(=O)Nc3ccc4c(c3)OCO4)CC2)cc1OC	-9	-8	-1
COc1ccc(C(=O)N2CCCC(OCc3ccc(F)cc3)C2)cc1 (configuration not stated)	-7	-6	9
O=C(Oc1ccc(N(C(=O)c2ccncc2)S(=O)(=O)c2ccc(Cl)cc2)cc1)c1ccncc1	2	nt	3
COc1ccc(C(CNC2CC3CC=CC32)N(C)C)cc1OC (configuration not stated)	1	nt	-3
CCCn1cnnc1CN(C)C(C)C(=O)NC1CCCC1 (configuration not stated)	-15	-6	nt

Compounds above containing two or more sulfur atoms:
Compound	hcGAS inh	mcGAS inh	NPYLR7 agonist
Cc1ccsc1CNC(=O)c1sc(S(N)(=O)=O)cc1C	-5	nt	13
CN(Cc1ccccc1)C(=O)CSc1ccc(S(=O)(=O)N2CCOCC2)cn1	-7	nt	4
c1ccc(N=c2scc(-c3cccs3)n2N=C2CCCC2)cc1	-1&-8	nt	-10&2

Remaining list, next part
The line under a structure holds: hcGAS inh	mcGAS inh	NPYLR7 agonist
- FC(F)(F)C1CN(c2nc3ccccc3s2)CCO1 (configuration not stated)
 : -1	-11	6
- COC(=O)N1CCN(CCNC(=O)c2cn(C)nn2)CC1
 : -11	nt	1
- COc1ccc(OC)c(-c2nnc(NC(=O)CSc3nnc(N)s3)s2)c1
 : -2	-6	12
- COc1ccc2cc(CSc3[nH]c(=O)cc(C)c3C#N)c(Cl)nc2c1
 : -9	-3	9
- O=C(NNC(=O)c1ccc(F)cc1F)c1cccc(O)c1
 : -8	-5	14
- CCOCCCN(CC(=O)N1CCc2sccc2C1c1ccc(Cl)cc1Cl)C(=O)c1ccccc1OC (configuration not stated)
 : 2	0	-14
- O=C(NC(c1ccc(F)cc1)c1ccc(SCc2ccccc2)cc1)C(c1ccccc1)C1CCCCC1 (configuration not stated)
 : -1	-3	-5
- Cc1csc(NC(=O)c2ccc(NC(=O)c3ccco3)cc2)n1
 : -5	nt	5
- CSCCNCc1c(C(=O)N2CCOCC2)nc2c(C)cccn12
 : -3	nt	7
- Cc1nc(C2CCCN(C(=O)CN3CC4(CCNCC4)OC3=O)C2)no1 (configuration not stated)
 : 3	1	nt

(further entries)
The line under a structure holds: hcGAS inh	mcGAS inh	NPYLR7 agonist
- Cc1ccc(C(C)(C)C)cc1SCc1ccn(C)c(=O)c1
 : -16	nt	6
- CCC1CN(C(=O)OCc2ccccc2)C(CC)CN1 (configuration not stated)
 : -4	nt	13
- CCCCCCc1ccc(C(=O)N2CCC(c3ccccc3)CC2)cc1
 : -4	nt	-10
- CC(=O)Nc1ccsc1C(=O)N1CCCC2(CC1)CN(C)C(=O)O2 (configuration not stated)
 : -4	nt	-4
- CCN(Cc1ccc(F)c(F)c1)C(=O)c1cccc2c1OCO2
 : -4	-18	4
- COCCn1c(C)cn2c3c(=O)n(CC(C)C)c(=O)n(C)c3nc12
 : -1	1	-1
- CC(Sc1nc2sccc2c(=O)[nH]1)C(=O)NC(=O)NC(C)(C)C (configuration not stated)
 : -4	-6	2
- COCCNC(=O)Cn1nc2c(c1NC(=O)c1cccs1)CSC2
 : -3	10	-6
- CCOc1ccc(NC(=O)N(Cc2ccc(OS(=O)(=O)c3cccc(C(F)(F)F)c3)cc2)Cc2ccco2)cc1
 : -7	-6	10
- CCCN1CCc2[nH]cnc2C12CCN(c1nnc(C(C)C)s1)CC2
 : -7	-4	nt

(more compounds)
The line under a structure holds: hcGAS inh	mcGAS inh	NPYLR7 agonist
- Fc1ccc2nc(C3CCCN3Cc3cc(-c4ccccn4)no3)[nH]c2c1 (configuration not stated)
 : -2	nt	6
- CCOC(=O)C1CCCCN1Cc1ccc(O)c([N+](=O)[O-])c1 (configuration not stated)
 : 0	nt	-1
- Cc1nn(C)cc1C(C)Nc1nc2nonc2nc1N1CCCCC1 (configuration not stated)
 : -6	nt	19
- CCN(CC)c1nc2n(c(=O)n1)CCO2
 : 0	nt	4
- CC(=O)c1cccc(NC(=O)Nc2ccc3nc(Cc4ccccc4)nn3c2)c1
 : -3	-5	5
- CCc1ccc(OCC(=O)ON=C(N)c2cccc(C)c2)c(Br)c1
 : -7	nt	-11
- COC(=O)COC1C[C@](OCc2ccccc2F)(C(=O)NCCN2CCOCC2)C[C@H]2OC(C)(C)O[C@@H]12 (some centres not stated)
 : -2	-4	3
- CC(c1ccc(S(N)(=O)=O)cc1)N(C)Cc1ccccc1Cl (configuration not stated)
 : -15	nt	6
- Cc1cc(NC(=O)CSc2nnnn2-c2ccccc2)ccc1Br
 : -6	-8	3
- COCCn1c(=NC(=O)C2=COCCO2)sc2cc(S(N)(=O)=O)ccc21
 : 1	nt	-1

Other entries
The line under a structure holds: hcGAS inh	mcGAS inh	NPYLR7 agonist
- CCN(CC)C(=O)Oc1ccc2c(ccn2Cc2ccccc2OC(F)(F)F)c1-c1ccc(OC)cc1
 : 1	-4	6
- Cc1ccc(C)c(NC(=O)Cn2c(=O)n(Cc3ccc4c(c3)OCO4)c(=O)c3oc4ccccc4c32)c1
 : -2	-1	-6
- CC(C)CCN(Cc1nc2scc(-c3ccc(Cl)cc3)c2c(=O)[nH]1)CC(O)COCC(C)C (configuration not stated)
 : -4	-4	11
- O=C(CSc1nc2c(cnn2CCO)c(=O)[nH]1)Nc1cccc(C(F)(F)F)c1
 : -9	nt	3
- CC(=O)Nc1ccccc1NC(=O)CN(C)CCC1CCCCO1 (configuration not stated)
 : -4	nt	2
- CC(=O)Nc1ccc(OCC(=O)N2CCN(S(C)(=O)=O)CC2)cc1
 : -6	nt	5
- CC(C)c1cccc(C(C)C)c1NC(=O)N1CCSC1c1ccc(Cl)cc1Cl (configuration not stated)
 : -7	-5	17
- Cn1cnnc1C1CCN(CN2C(=O)NC3(CCCCc4ccccc43)C2=O)CC1 (configuration not stated)
 : -13	nt	1
- COc1cc(CN2CCN(Cc3cccc(C(F)(F)F)c3)CC2CCO)cc(OC)c1 (configuration not stated)
 : -8	-7	2
- NC(=O)C1Cc2cc(S(N)(=O)=O)ccc2O1 (configuration not stated)
 : -7	nt	10

Other compounds.
The line under a structure holds: hcGAS inh	mcGAS inh	NPYLR7 agonist
- COc1ccc(-c2cc(C(=O)Nc3ccc(C)c(C)c3)n(-c3ccccc3Cl)n2)c(OC)c1
 : -8	-3	-4
- COC(=O)c1sc(N2C(=O)C(O)=C(C(=O)c3ccc(C)o3)C2c2ccc(F)cc2)nc1C (configuration not stated)
 : -4	-6	0
- O=C(c1cccc(Br)c1)N(CC(=O)N1CCc2sccc2C1c1ccc(Cl)cc1Cl)Cc1ccc(F)cc1 (configuration not stated)
 : -6	-4	-1
- CN(C(=O)c1ccc(S(=O)(=O)NC(C)(C)C)o1)c1ccccc1
 : -13&-10	nt	8&-2
- Cc1nc(CN2CCCN(C3CCCC3)CC2)n[nH]1
 : -1	1	nt
- O=C(c1cc(COc2c(F)cccc2F)on1)N1CCOCC1CO (configuration not stated)
 : -2	nt	16
- Cc1ccccc1NC(=O)C1CC=CCC1C(=O)N1CCN(c2ccccn2)CC1 (configuration not stated)
 : -5	nt	-5
- COc1cc(C)c(S(=O)(=O)Cc2ccc(NS(C)(=O)=O)cc2)cc1OC
 : -7	nt	5
- O=C(O/N=C1\CCCc2nonc21)C(F)(F)F
 : -7	nt	1
- COc1ccc(-c2ccc(OCCNS(=O)(=O)c3ccc4ccccc4c3)nn2)cc1
 : -5	-9	10
- CC1(C)C(=O)NCCN1C(=O)NCC1CCCO1 (configuration not stated)
 : -7	-4	nt
- COc1ccc(C2CC(c3cc(C)ccc3C)=NN2C(=O)CN2CCOCC2)c(OC)c1 (configuration not stated)
 : -3	-6	1

Among those listed so far, seven contain a CF3 group:
The line under a structure holds: hcGAS inh	mcGAS inh	NPYLR7 agonist
- O=C1c2ccccc2C(=O)N1CN(C(=O)C(F)(F)F)c1ccc(I)cc1
 : -1	-3	-2
- FC(F)(F)C1CN(c2nc3ccccc3s2)CCO1 (configuration not stated)
 : -1	-11	6
- CCOc1ccc(NC(=O)N(Cc2ccc(OS(=O)(=O)c3cccc(C(F)(F)F)c3)cc2)Cc2ccco2)cc1
 : -7	-6	10
- CCN(CC)C(=O)Oc1ccc2c(ccn2Cc2ccccc2OC(F)(F)F)c1-c1ccc(OC)cc1
 : 1	-4	6
- O=C(CSc1nc2c(cnn2CCO)c(=O)[nH]1)Nc1cccc(C(F)(F)F)c1
 : -9	nt	3
- COc1cc(CN2CCN(Cc3cccc(C(F)(F)F)c3)CC2CCO)cc(OC)c1 (configuration not stated)
 : -8	-7	2
- O=C(O/N=C1\CCCc2nonc21)C(F)(F)F
 : -7	nt	1
